High-throughput results from PubChem BioAssay.
FUS suppressor: rescues growth of FUS-expressing yeast | Potency, µM (top dose mostly 76.6 µM), without a hit: at the highest dose growth rescue (activation), actives largely listed as activators | S. cerevisiae FUS-expressing, growth rescue, OD600, 24 h | 0.24% of 390,000 active;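 further: potency means the concentration at half of the fitted maximal effect; plate controls were DMSO vehicle for no effect and reference control for full effect; nearly all actives have a fitted effect of over 55% in size; some results filed as inactive show a strong effect at the top dose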
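Steps: raffinose overnight preculture; dilution to OD 0.005 in 2% galactose minimal medium; compound addition (concentration series); 24hr at 30C, 99% humidity; absorbance read at 600 nm.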
GLP1R cytotox: cytotoxic in the GLP-1 receptor inverse agonist counter-screen. HEK293 cAMP-luciferase reporter cells, luminescence, 24 h. Potency, µM (series often up to 38.3 µM), without a hit: at the top dose activity change, negative = inhibition, hits mostly inhibitors. 0.13% of 410,000 active. AID 624418;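 further: loss of luciferase light is scored as toxicity; potency means the concentration at half of the fitted maximal effect; on the % scale 0 is the no-effect control and ±100 the full control effect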
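Here, cytotoxicity is scored as loss of luminescence. The MLSMR collection was tested on cells seeded in medium containing 10% Nu serum, with a 24 hr compound exposure preceded by 12 hours of culture.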
aSyn rescue: rescues yeast growth from alpha-synuclein toxicity; Yeast expressing alpha-synuclein, growth rescue, BacTiter-Glo, 24 h; Potency, µM (titrated, usually from 46.1 µM), without a hit: at the highest dose growth rescue (activation), hits mostly activators; 0.14% of 370,000 active; further: potency means the concentration at half of the fitted maximal effect; % of control where 0% means no effect; nearly all actives have a fitted effect of over 65% in size
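Readout is rescue of growth in alpha-synuclein-expressing yeast, so inhibitors of toxicity appear as activators. Growth after 24 hr at 30 deg C in galactose medium is quantified by luminescence.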
Abeta rescue: compounds reversing amyloid beta toxicity in yeast; 0.063% of 410,000 active; yeast expressing A-beta42, growth rescue, OD600, 48 h; response scale: 0% DMSO, 100% iron-clioquinol control; Potency, µM (doses to about 46.1 µM), without a hit: at the top dose growth rescue, hits mostly activators; AID 1347071; further: potency means the concentration at half of the fitted maximal effect; nearly all actives have a fitted effect of over 55% in size
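Growth rescue measured by 600 nm absorbance after 48 h yeast culture at 30 C with compound. Values normalized between DMSO and an equimolar ferric chloride plus clioquinol control.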
MmCpn inh: M. maripaludis TRiC chaperonin inhibition. purified Mm-Cpn ATPase, ADP Transcreener TR-FRET. Potency, µM (highest dose often 76.9 µM), for the others: at the highest dose activity, negative = inhibition, actives largely listed as inhibitors. 0.031% of 330,000 active. AID 504842; further: potency means the concentration at half of the fitted maximal effect; on the % scale 0 is the no-effect control and ±100 the full control effect; nearly all actives have a fitted effect of over 80% in size
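Reaction buffer contained 30 mM Tris pH 7.4, 100 mM KCl, 5 mM MgCl2 and 1 mM DTT. Mm-CPN (25 nM final) hydrolysed 10 uM ATP over 30 min at 37°C; ADP was read by HTRF.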
pAkt inh: Akt phosphorylation inhibition; 0.32% of 360,000 active; Neuro2A IGF-stimulated pAkt S473 HTRF, 20 min; active compounds read low; activity change, % for hits at 50 µM; AID 651550; in the data active means activity change below about -80%; inconclusive means mostly about -51% to -80%; further: on the % scale 0 is the no-effect control and ±100 the full control effect
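Single-point screen (50 µM final compound) in Neuro2A cells stimulated 20 min with 6 nM IGF at 37 deg C. After lysis, Ser473-phosphorylated Akt read by HTRF (ex 330 nm, em 615/665 nm) as the 665/615 ratio.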
GLP1R inv ag: acts as inverse agonist at human GLP-1 receptor; HEK293 GLP-1R CRE-luciferase, luminescence, 24 h; GLP-1R form is constitutively active; Potency, µM (top dose mostly 38.3 µM), for inactives: at the top dose activity change, negative = inhibition, usual class: inhibitors; 1.6% of 410,000 active; P43220; AID 624417; further: potency means the concentration at half of the fitted maximal effect; on the % scale 0 is the no-effect control and ±100 the full control effect; nearly all actives have a fitted effect of over 55% in size
Target sequence (P43220 whole entry, looked up): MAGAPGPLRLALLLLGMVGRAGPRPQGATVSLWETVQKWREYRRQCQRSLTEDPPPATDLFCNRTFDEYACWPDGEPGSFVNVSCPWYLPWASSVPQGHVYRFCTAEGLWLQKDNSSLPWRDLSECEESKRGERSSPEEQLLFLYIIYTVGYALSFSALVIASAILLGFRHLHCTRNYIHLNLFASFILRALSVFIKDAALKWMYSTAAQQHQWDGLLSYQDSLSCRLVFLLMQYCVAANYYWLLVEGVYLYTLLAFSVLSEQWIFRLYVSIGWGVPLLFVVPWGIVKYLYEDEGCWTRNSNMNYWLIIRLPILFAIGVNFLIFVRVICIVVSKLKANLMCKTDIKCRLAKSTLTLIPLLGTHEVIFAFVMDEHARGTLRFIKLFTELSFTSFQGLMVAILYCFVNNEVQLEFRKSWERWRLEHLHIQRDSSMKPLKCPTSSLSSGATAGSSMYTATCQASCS
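Luminescence readout: a drop in cAMP-driven luciferase signal flags inverse agonism at a constitutively active GLP-1R stably expressed in HEK293. Compound exposure lasted 24 hr at 37 deg C, 5% CO2.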
PTHR1 ag: activates the human parathyroid hormone receptor PTHR1; Q03431; HEK293 GP2 PTHR1 cells, GloSensor cAMP luminescence, 1 h; Potency, µM (top dose mostly 115 µM), for the others: at the highest dose activation, most hits filed as activators; 0.075% of 410,000 active; further: potency means the concentration at half of the fitted maximal effect; nearly all actives have a fitted effect of over 55% in size; some results filed as inactive show a strong effect at the top dose; inactives centre near -15; many of its hits are not listed in these tables
Target sequence (Q03431 whole entry, looked up): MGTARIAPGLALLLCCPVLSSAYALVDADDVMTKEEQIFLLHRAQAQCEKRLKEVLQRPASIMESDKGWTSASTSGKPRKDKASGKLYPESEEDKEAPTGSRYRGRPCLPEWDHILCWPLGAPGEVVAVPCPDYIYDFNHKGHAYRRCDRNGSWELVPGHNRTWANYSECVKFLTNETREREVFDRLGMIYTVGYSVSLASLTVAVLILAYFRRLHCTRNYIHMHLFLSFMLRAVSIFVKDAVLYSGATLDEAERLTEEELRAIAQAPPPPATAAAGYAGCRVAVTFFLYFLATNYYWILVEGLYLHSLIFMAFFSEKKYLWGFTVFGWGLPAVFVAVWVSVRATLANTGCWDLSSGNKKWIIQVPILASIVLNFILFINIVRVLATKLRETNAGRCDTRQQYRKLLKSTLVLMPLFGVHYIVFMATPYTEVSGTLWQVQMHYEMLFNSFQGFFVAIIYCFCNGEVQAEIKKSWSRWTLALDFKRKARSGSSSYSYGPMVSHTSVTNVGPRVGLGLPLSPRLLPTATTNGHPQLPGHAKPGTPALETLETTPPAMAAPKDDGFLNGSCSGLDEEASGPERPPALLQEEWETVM
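HEK-293-derived GP2 cells expressing PTHR1 and a GloSensor cAMP reporter, 3,000/well, plated overnight, given luciferin plus IBMX (each 0.5 mM as added) for 1 h at 37 °C, then compound for 1 h at 37 °C. Luminescence was read after 15 min at room temperature.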
TDP43 rescue: inhibitors of TDP-43 toxicity in yeast. AID 652104. Potency, µM (series often up to 46.1 µM), inactives show at the highest dose growth rescue (activation), usual class: activators. 1.8% of 410,000 active. TDP-43 expressing yeast growth rescue, BacTiter-Glo, 24 h; further: potency means the concentration at half of the fitted maximal effect; % of control where 0% means no effect; nearly all actives have a fitted effect of over 50% in size
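Yeast expressing TDP-43 (pregrown in raffinose, seeded at OD600=0.02 in galactose medium) exposed to compounds 24 hr at 30 deg C. Growth read by BacTiter-Glo luminescence; rescue of toxicity appears as increased signal.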
* hit, by the source's call; i = inactive; ? = inconclusive; . = no result given; & = joins results of further samples; [ ] = remark or other dose. Unless noted, the call rests on the fitted dose curve; in most records, active means well fitted curve in the direction sought with a large enough effect; inconclusive means small, poorly fitted or top-dose-only effect, or another doubt; inactive means no such curve, though single readings can be large; an effect the other way counts as inactive or inconclusive.

SMILES	FUS suppressor	GLP1R cytotox	aSyn rescue	Abeta rescue	MmCpn inh	pAkt inh	GLP1R inv ag	PTHR1 ag	TDP43 rescue
COC(=O)[C@]1(C)CCC[C@@]2(C)C3CC[C@@]4(C)C[C@]3(CC[C@H]12)C[C@H]4O (stereo not given in full)	9%	-16%	8%	4%	0%	i	?	-31%[inhibitor]	5%
CC(C)CC(=O)Nc1ccccc1N1CCN(c2ccc(F)cc2)CC1	6%	0%	-5%	-7%	-1%	i	?	-16%	-9%
CCc1nc(SCc2ccc(F)cc2)[nH]c(=O)c1C#N	13%	6%	-8%	-10%	0%	i	?	-16%[57.5 µM]	2%
O=C(c1ccc2c(c1)N(Cc1ccccc1F)C(=O)c1ccccc1S2=O)N1CCCCC1 (stereo not given)	24%	-1%	.	-7%	.	.	0%	i	7%
Cc1ccc2c(=O)n3c(nc2c1)C(C)NC(=O)c1cccnc1-3 (stereo not given)	-11%	3%	-24%	-6%	.	i	14%	i	14%
CCCn1cnc2c(cnn2-c2ccc(F)cc2)c1=O	-12%	19%	1%	-9%	-6%	.	10%	-16%[57.5 µM]	6%
COc1cc(/C=C(/C#N)C(=O)NCc2ccccc2)cc(OC)c1OC	24%	1%	?	-6%	1%	i	-4%	-30%[inhibitor]	20µM*
Cc1cc(C)n2nc(-c3sccc3-n3c(C)ccc3C)cc2n1	25%	2%	-3%	17%	-6%	i	?	i	13%
CCN1CCCC1CNCc1cccc(OC)c1OCc1ccc(F)cc1 (stereo not given)	.	11%	-2%	5%	0%	i	-27%	i	-14%
C=CCN1C(=O)C(C)(C)Nc2ccccc21	14%	3%	-1%	9%	0%	i	1%	i	2%
COc1cc2[nH]c(=S)n(Cc3ccccc3)c(=O)c2cc1OC	13%	-4%	-1%	-12%	3%	i	11%	-8%	4%[9.22 µM]
COc1cc(NC(=O)c2cc(Cl)nnc2Cl)cc(OC)c1OC	4%	4%	5%	-1%	-4%	i	?	-20%	5%
O=C(CSc1nnc2c(n1)[nH]c1ccc(F)cc12)NCc1ccc(F)cc1	-2%	2%	0%	6%	3%	i	29%	i	?
Cc1ccccc1OC(C)C(=O)N1CCC(Cc2ccccc2)CC1 (stereo not given)	34%	2%	18%	12%	-1%	i	?	-19%	-2%
N#C/C(=C\c1cccnc1)c1nc2c(s1)CCCC2	3%	28%	-2%	-19%	-2%	i	67%[activator]	-21%	1%
Cc1cc(-c2n[nH]c(=S)n2-c2ccc(F)cc2)nn1C	-10%	-4%	1%	4%	-2%	i	-2%	i	8%
CN(/C=C/C(=O)C(F)(F)C(F)(F)F)Cc1ccccc1	2%	-3%	.	5%	1%	.	2%	i	-13%
COc1ccc(C2C(C(=O)Nc3cc(OC)c(OC)c(OC)c3)c3ccccc3C(=O)N2C)cc1 (stereo not given)	1%	-2%	0%	2%	-2%	i	?	i	-6%
CCOC(=O)[C@H]1[C@H]2COc3ccc(OC)cc3[C@@H]2N2C(=O)c3ccc(C)cc3NC(=O)[C@@]12C	11%	1%	0%	3%	2%	i	13%	-24%	?
CCN1CCc2c(sc(N)c2C#N)C1	4%	3%	1%	2%	-1%	i	1%	i	9%

Quoted from the listing:
In Abeta rescue, `Cc1cc(-c2n[nH]c(=S)n2-c2ccc(F)cc2)nn1C` is entered as 4%
In aSyn rescue, `Cc1ccccc1OC(C)C(=O)N1CCC(Cc2ccccc2)CC1` (stereo not given) is entered as 18%
In FUS suppressor, `COc1cc2[nH]c(=S)n(Cc3ccccc3)c(=O)c2cc1OC` is entered as 13%
In Abeta rescue, `COc1ccc(C2C(C(=O)Nc3cc(OC)c(OC)c(OC)c3)c3ccccc3C(=O)N2C)cc1` (stereo not given) is entered as 2%
In GLP1R inv ag, `N#C/C(=C\c1cccnc1)c1nc2c(s1)CCCC2` is entered as 67%[activator]

Additional structures.
SMILES	FUS suppressor	GLP1R cytotox	aSyn rescue	Abeta rescue	MmCpn inh	pAkt inh	GLP1R inv ag	PTHR1 ag	TDP43 rescue
Cc1cc(C)c(-n2c(O)c(C=NCCN3CCOCC3)c(=O)[nH]c2=O)c(C)c1	-21%	0%	-5%	1%	0%	i	0%	i	-11%
CN(C)c1ccc(C(=S)Nc2ccccc2)cc1	45%	-19%	-8%	?	-13%	i	?	-17%	22%
CC1(C)Cc2cccc(OCC(=O)N3CCN(S(=O)(=O)c4ccccc4)CC3)c2O1	0%	4%	-3%	-1%	3%	i	-14%	-10%	8%
Cc1nnc(NC(=O)c2ccc(-c3cccc(C(F)(F)F)c3)o2)s1	19%	43%	2%	-1%	0%	i	4%	4%	-2%
Cc1cc(Br)cc(Cl)c1OCC(=O)N1CCN(C(=O)c2ccco2)CC1	17%	-13%	8%	-4%	0%	i	-25%	-9%	0%
CCOC(=O)CN1C(=O)N(c2ccc(C)c(C)c2)S(=O)(=O)c2ccccc21	45%	-10%	.	25%	.	.	-20%	-12%	16%
Cc1ccc(-c2noc(CCC(=O)N(C)c3ccccc3F)n2)cc1	30%	2%	.	13%	.	.	-18%	-54%[inhibitor]	?
c1ccc(-c2noc(CC3CCCCC3)n2)nc1	-1%	2%	4%	6%	-4%	i	-29%	-6%	14%
O=C(O)C1CCN(Cc2oc(CO)cc(=O)c2O)C1 (stereo not given)	.	10%	-4%	-22%	.	i	1%	-2%	-2%
CCN=C1SC(CC(=O)Nc2ccc(C(F)(F)F)cc2)C(=O)N1CC (stereo not given)	-2%	-7%	7%	-5%	-21%	i	?	-3%[57.5 µM]	2%

One compound at a time (already shown). Values in the order: FUS suppressor	GLP1R cytotox	aSyn rescue	Abeta rescue	MmCpn inh	pAkt inh	GLP1R inv ag	PTHR1 ag	TDP43 rescue
O=C(O)C1CCN(Cc2oc(CO)cc(=O)c2O)C1 (stereo not given) across the screens: .	10%	-4%	-22%	.	i	1%	-2%	-2%
CCOC(=O)CN1C(=O)N(c2ccc(C)c(C)c2)S(=O)(=O)c2ccccc21 across the screens: 45%	-10%	.	25%	.	.	-20%	-12%	16%
CN(C)c1ccc(C(=S)Nc2ccccc2)cc1 across the screens: 45%	-19%	-8%	?	-13%	i	?	-17%	22%
CC1(C)Cc2cccc(OCC(=O)N3CCN(S(=O)(=O)c4ccccc4)CC3)c2O1 across the screens: 0%	4%	-3%	-1%	3%	i	-14%	-10%	8%

Following part.
SMILES	FUS suppressor	GLP1R cytotox	aSyn rescue	Abeta rescue	MmCpn inh	pAkt inh	GLP1R inv ag	PTHR1 ag	TDP43 rescue
O=C(C(Cc1ccccc1)n1cccc1)N1CCN(c2ncccn2)CC1 (stereo not given)	-22%	4%	8%	-8%	0%	i	?	-26%	16%
O=S(=O)(/C=C/c1ccccc1)N1CCN(c2ccccc2)CC1	-4%	5%	-2%	-5%	-5%	i	10%	-13%	22%
CN(CC(=O)Nc1ccccc1C(F)(F)F)C(=O)COc1ncnc2ccccc12	-4%	2%	1%	3%	1%	i	10%	i	10%
Fc1cccc(CSc2nc3ncc(Cl)cc3[nH]2)c1	-8%	?	-5%	-4%	0%	i	-7%	-4%	7%
Cc1ccc(C2c3[nH]c4ccccc4c3CCN2C(=O)Nc2ccc(C)c(C)c2)cc1 (stereo not given)	?	-8%	.	-11%	.	.	7.9µM*	-15%	-15%
CCC1=C(OC(=O)N(CC)CC)N2C(=O)OC(=NCC(=O)OC)[C@]2(C)[C@H]2C1=CC[C@H]1C(=O)N(C)C(=O)[C@H]12	-2%	-27%	0%	2%	0%	i	16%	i	-2%
Cc1c(NC(=O)C(C)Sc2ccc3ccccc3n2)c(=O)n(-c2ccccc2)n1C (stereo not given)	-11%	1%	7%	-6%	0%	i	-29%	-48%[inhibitor]	20%
CN(C)c1cccc(C(=O)NCc2ccccc2)c1	3%	-3%[0.307 µM]	-5%	15%	2%	i	-7%[0.307 µM]	-20%	16%
COc1ccc(-n2c(C)nc3sc4c(c3c2=O)CCC4)cc1	11%	-3%	7%	2%	-2%	i	?	-9%	13µM*
O=C(Nc1ccc(Br)cc1F)c1cc2nc(-c3ccco3)cc(C(F)(F)Cl)n2n1	-7%	3%	.	-2%	.	.	-3%	i	7%
CCC(C)NC(=O)c1ccccc1NC(=O)CN1C(=O)c2ccccc2S1(=O)=O (stereo not given)	-3%	?	2%	6%	3%	i	-16%	i	?
O=C(/C=C/c1ccccc1)Nc1nc(-c2cccs2)ns1	9%	-2%	.	-12%	.	.	8%	-1%	3%
Cc1cc(C)nc(SCc2nnc(SCC(=O)Nc3c(C)cccc3C)o2)n1	2%	0%	2%	-1%	2%	i	5%	-18%[57.5 µM]	-4%
COc1cccc(NC(=O)c2ccco2)c1	-3%	-15%	-4%	-7%	2%	i	10%	i	0%
CC(=O)c1ccc(N2CCN(c3ccc4cc(S(=O)(=O)N5CCC(C)CC5)ccc4n3)CC2)cc1	-5%&-22%	0%&-2%	2%	-12%&6%	0%	i	9%&11%	-84%&-5%	-9%&20%
Cc1cccc(N2CCN(C(=O)c3cn(C)c(=O)c4c3c3ccccc3n4C)CC2)c1C	?	?	3%	-47%[inhibitor]	1%	i	-22%	?	?
CC(C)c1ccc(CN(C(=O)/C=C/c2ccco2)C2CCS(=O)(=O)C2)cc1 (stereo not given)	?	-12%	0%	13%	0%	i	?	-13%	-11%
COc1ccc(-c2cc(=O)c3ccc(O)cc3o2)cc1	8%	2%	-1%	7%	.	i	-10%	i	3%
COc1ccc(CCNC(=O)Cn2c(=O)oc3ccccc32)cc1OC	-9%	69%[activator]	-2%	21%	2%	i	6%	i	-6%

An excerpt. The share of hits here may be higher or lower than overall.
